High-throughput results (PubChem BioAssay)
ARNT TACC3 PPI: disruptors of human ARNT/TACC3 interaction. Q9Y6A5. AlphaScreen His-ARNT PAS-B/GST-TACC3 binding, luminescence; TACC3 fragment carries E629A point mutation. inhibition, % at 9.99 µM. 390,000 tested, 0.66% active;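 active = mean inhibition of replicates at least 50% and at least half of replicates each reaching 50%; inconclusive = half or more replicates reach 50% but mean below 50%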;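 also: 0% = complete ARNT plus TACC3 wells and 100% = ARNT alone without TACC3; many hits fall short of the cut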
esBAF inh: blocks esBAF chromatin remodeling in mouse ES cells | Bmi1-luciferase knock-in reporter, 24 h; 100% = twice the neutral-well signal | AID 602393 | 350,000 tested, 2% active | reporter increase, % at 12.5 µM; in the data active = activation above about 40%; inconclusive = no clear call, values can overlap the other calls;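 also: 0% = median of the plate's neutral control wells and 100% = double that signal; a rise in the Bmi1 reporter signal indicates esBAF inhibition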
ERAP1 HTS inh: blocks human ERAP1 aminopeptidase activity; Q9NZ08; recombinant ERAP1, Leu-AMC fluorescence, 60 min; inhibition, % at 10.7 µM; 340,000 tested, 0.15% active; AID 652197;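 active = mean replicate inhibition of at least 30%, or all replicates individually reaching that 30% level; inactive = mean below 30% and not every replicate reaching it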;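 also: 0% = neutral control wells and 100% = L-leucinethiol positive control wells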
RAD52 anneal inh: RAD52 (human) annealing inhibition. recombinant RAD52 DNA annealing, FRET fluorescence. 360,000 tested, 0.46% active. P43351. inhibition, % at 18.7 µM. AID 651710;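 active = every replicate showing at least 50% inhibition; inconclusive = mean inhibition at least 50% but not in every replicate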
Xi reactivation: activators of X-chromosome reactivation in mouse fibroblasts; 360,000 tested, 0.055% active; XiGFP mouse fibroblasts, % GFP-positive cells imaging, 3 d; cells co-treated with 5-aza-dC sensitizer; scaled so ellipticine positive control = 100%; activation, % at 7.58 µM;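 active = mean normalized replicate activation at least 10% and every replicate at or above 10%; inconclusive = only one of the two criteria met; inactive = mean below 10% and not all replicates reach 10%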;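 also: 0% = median of on-plate neutral control wells and 100% = ellipticine 6 µM median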
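Material: XiGFP fibroblasts, SV40-immortalized; Buffer or medium: DMEM containing 5-aza-dC; Compound dosing: single point; Times: 3 days compound exposure.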
F508del corr: CFTR F508del correction in bronchial cells | 350,000 tested, 0.36% active | activity (quench increase), % at 7.58 µM | CFBE cells, YFP halide quenching; stimulated with forskolin plus potentiator P3; % fluorescence drop versus neutral controls;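 active = mean added fluorescence quench of at least 8% versus neutral control, with both replicates also reaching 8%; inconclusive = only one of the mean or replicate conditions met; inactive = mean below 8% and not both replicates reaching 8%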;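 also: cells transiently co-express mutant CFTR-F508del with the halide-sensitive YFP; corrector assay measuring rescue of mutant channel to the surface after 24 h compound exposure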
RAD54 inh: RAD54 (human) branch migration inhibition; Q92698; RAD54 Holliday junction branch migration, FAM/BHQ fluorescence; inhibition, % at 10.4 µM; 360,000 tested, 0.14% active;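 active = mean normalized replicate activity at least 40 and at least half of replicates scoring 40 or more; inconclusive = only one of the two criteria met; inactive = mean below 40 and under half of replicates reaching 40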;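 also: 0% = median of neutral control wells and 100% = median of positive control wells; inhibitors cause a drop in the FAM fluorescence signal; in these data hits start at about 50%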
Target sequence (Q92698 whole entry, looked up): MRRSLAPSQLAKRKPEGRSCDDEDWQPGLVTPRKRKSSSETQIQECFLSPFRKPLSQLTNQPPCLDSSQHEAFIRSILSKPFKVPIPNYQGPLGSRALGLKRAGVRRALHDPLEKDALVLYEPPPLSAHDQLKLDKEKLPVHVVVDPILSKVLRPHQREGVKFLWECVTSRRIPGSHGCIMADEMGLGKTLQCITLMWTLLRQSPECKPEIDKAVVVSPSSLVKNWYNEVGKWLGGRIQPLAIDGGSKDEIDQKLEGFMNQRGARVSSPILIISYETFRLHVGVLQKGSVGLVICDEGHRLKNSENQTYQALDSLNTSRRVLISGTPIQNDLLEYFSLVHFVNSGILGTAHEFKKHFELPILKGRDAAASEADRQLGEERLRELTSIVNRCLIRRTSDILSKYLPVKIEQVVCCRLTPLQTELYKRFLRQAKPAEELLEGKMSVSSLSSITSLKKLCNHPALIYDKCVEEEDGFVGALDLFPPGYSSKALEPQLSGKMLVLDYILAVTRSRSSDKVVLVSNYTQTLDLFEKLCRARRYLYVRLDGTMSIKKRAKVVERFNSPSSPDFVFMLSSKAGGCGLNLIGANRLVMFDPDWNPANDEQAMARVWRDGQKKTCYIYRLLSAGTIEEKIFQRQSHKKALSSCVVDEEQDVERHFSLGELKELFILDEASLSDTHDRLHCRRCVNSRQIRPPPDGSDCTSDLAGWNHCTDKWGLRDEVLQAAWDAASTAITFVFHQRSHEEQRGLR
INS-1E GSIS act: primary screen for activators of insulin secretion dependent on glucose, INS-1E cells, GLuc reporter luminescence; INS-1E GLuc reporter insulin secretion, 2-3 h; activation, % at 16.6 µM; 370,000 tested, 0.61% active; AID 743287;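 active = lowest replicate activation of at least 40%, so every replicate reaches that level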;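 also: 0% = median of neutral control wells and 100% = median of IBMX positive control wells; some compounds called inactive have numbers as strong as hits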
* marks the source's active call; other numbers are inactive results; ? = inconclusive; · = no result given.

SMILES	ARNT TACC3 PPI	esBAF inh	ERAP1 HTS inh	RAD52 anneal inh	Xi reactivation	F508del corr	RAD54 inh	INS-1E GSIS act
CCOC(=O)CC1(CC)Oc2ccccc2N1S(=O)(=O)c1ccc(C)cc1 (stereo not given)	·	·	·	-9.4	0.1	3.3	·	-19.3
CC1(c2ccc([N+](=O)[O-])cc2)Nc2ccccc2S1 (stereo not given)	3.1	37.3	7.9	3.0	0.1	0.6	2.0	5.2
O=C(c1ccc(F)cc1)N1C[C@@H]2[C@H](c3ccccc31)[C@H](CO)N2C(=O)c1ccccc1	-12.7	-3.8	-1.5	3.7	0.0	-0.6	3.3	-7.1
O=C(OCc1ccc(Cl)c(Cl)c1)c1cccnc1Cl	-10.4	6.8	-3.6	-0.8	0.0	-0.3	6.5	-9.1
C[C@H](CO)N1C[C@H](C)[C@@H](CN(C)C(=O)Nc2cccc3ccccc23)Oc2ccc(NC(=O)CCC(F)(F)F)cc2CC1=O	-3.2	7.4	3.1	-11.3	-0.2	0.1	10.8	-10.5
N#Cc1nc(Cc2ccccc2)oc1N1CCN(c2ccccc2)CC1	29.6	2.4	-3.3	-11.5	·	1.3	4.8	-18.1
O=C(CSc1nnc(-c2ccccc2F)o1)NC1CC1	3.8	19.9	2.2	-9.6	0.4	0.0	-9.1	15.1
COc1ccc(C(=O)CN2C(=O)NC3(CCCc4ccccc43)C2=O)cc1 (stereo not given)	3.5	-4.9	-2.4	6.4	0.0	-1.4	·	8.4
Cc1nc2cc(NC(=O)N3CCCC3)ccc2n1C	-1.5	1.1	-3.6	-16.6	-0.1	3.3	4.9	10.8
COc1ccccc1C(=O)Nc1nnc(CCc2ccccc2)s1	-2.2	-6.2	1.1	-5.2	0.1	?	-6.4	-16.7
CC(C)NC(C(=O)Nc1cc(Cl)cc(Cl)c1)c1ccccc1 (stereo not given)	-5.5	-0.4	·	·	·	·	-1.8	-23.3
CCNC(=O)N(C)[C@H]1C[C@H]2c3[nH]c4ccccc4c3CCN2C[C@H]1[C@H](C)O	·	-2.9	0.8	-48.3	·	-0.2	17.6	10.7
COc1cccc(NC(=O)CN(C)C(=O)/C=C/c2cc(OC)ccc2OC)c1	-11.2	·	·	·	0.4	·	-0.9	-27.9
CN(C)C(=O)C[C@@H]1C[C@@H]2c3cc(NC(=O)c4cccnc4)ccc3O[C@@H]2[C@@H](CO)O1	7.4	0.6	-2.3	-1.4	0.0	1.5	-1.9	7.9
CC(C)Oc1cc(F)ccc1-c1cc(C(=O)NCCc2ccncc2)[nH]n1	·	-4.2	0.8	-11.1	0.1	-1.1	-3.4	-10.3
COc1ccc(CN(C)C[C@@H]2OCCCC[C@@H](C)Oc3ccc(NS(=O)(=O)c4c(C)noc4C)cc3C(=O)N([C@H](C)CO)C[C@H]2C)cc1	-0.5	-4.7	·	·	-1.0	-1.0	-2.3	-11.3
CN(C)Cc1c(C(C)(C)O)[nH]c2ccc(C(F)(F)F)cc12	-10.1	13.5	0.3	-7.2	-0.1	2.8	-7.2	-3.3
Cc1c(NC(=O)c2ccc(Br)s2)c(=O)n(-c2ccccc2)n1C	-3.5	5.1	1.9	-14.5	0.0	0.0	2.5	9.0
CC1C(=O)N(Cc2cn(Cc3ccco3)nn2)CCS(=O)(=O)N1Cc1ccc(-c2ccc(Cl)cc2)cc1 (stereo not given)	·	0.1	3.8	-9.6	-0.1	1.4	·	-5.9
CC(C)NC(=O)COC(=O)c1ccc(Cl)c(S(N)(=O)=O)c1	14.0	·	1.1	-11.6	0.2	5.1	·	1.3
CCn1cc(Cl)c(C(=O)Nc2ccc(OC)c(OC)c2)n1	·	20.4	2.2	0.9	0.0	0.8	-7.0	0.0
O=C(NCC[C@@H]1CC[C@@H](NS(=O)(=O)c2ccc(Oc3ccccc3)cc2)[C@H](CO)O1)C1CC1	-2.1	8.9	3.7	14.0	0.4	1.9	3.8	-3.3
CCOC(=O)C1=C(COC(=O)CCc2ccc(F)cc2)NC(=O)NC1C (stereo not given)	·	-13.4	-0.2	-22.2	-0.4	2.9	8.2	0.9
COc1ccc(N2C(=O)CC(Sc3nc(C)cc(C)c3C#N)C2=O)cc1 (stereo not given)	-2.8	15.4	·	·	·	·	-3.0	63.1*
CCCS(=O)(=O)c1nc(S(=O)(=O)c2ccc(C)cc2)c(NCCCn2ccnc2)s1	8.6	-3.9	-3.6	-8.9	0.4	2.1	9.8	3.4

Three records picked at random from the list so far, as already listed:
SMILES	ARNT TACC3 PPI	esBAF inh	ERAP1 HTS inh	RAD52 anneal inh	Xi reactivation	F508del corr	RAD54 inh	INS-1E GSIS act
C[C@H](CO)N1C[C@H](C)[C@@H](CN(C)C(=O)Nc2cccc3ccccc23)Oc2ccc(NC(=O)CCC(F)(F)F)cc2CC1=O	-3.2	7.4	3.1	-11.3	-0.2	0.1	10.8	-10.5
O=C(OCc1ccc(Cl)c(Cl)c1)c1cccnc1Cl	-10.4	6.8	-3.6	-0.8	0.0	-0.3	6.5	-9.1
CN(C)Cc1c(C(C)(C)O)[nH]c2ccc(C(F)(F)F)cc12	-10.1	13.5	0.3	-7.2	-0.1	2.8	-7.2	-3.3

(listing goes on)
SMILES	ARNT TACC3 PPI	esBAF inh	ERAP1 HTS inh	RAD52 anneal inh	Xi reactivation	F508del corr	RAD54 inh	INS-1E GSIS act
O=CNC1(c2ccccc2)CCCCC1	5.4	·	-1.0	-7.9	-0.1	1.1	·	1.3
Cn1c(=O)c(C(=O)c2ccccc2)c(O)c2ccccc21	·	·	·	-14.7	0.1	0.7	6.6	-3.5
CCOc1cc(CNCc2ccccn2)cc(Cl)c1OCC	53.1*	-3.0	0.6	-29.2	-0.3	-0.7	8.4	12.2
Cc1noc(C)c1NC(=O)Nc1cccc2c1O[C@@H](CN(C)C(=O)Nc1ccc3c(c1)OCO3)[C@H](C)CN([C@@H](C)CO)C2=O	4.7	1.3	-0.6	-1.4	-0.5	-0.1	5.2	-1.3
O=C(C1CC1)N1CC(=O)N2[C@H](C1)[C@H](c1ccc(-c3cccnc3)cc1)[C@@H]2CO	·	·	4.9	-1.4	0.0	-2.4	·	-8.6
CC(C)n1nc(C(=O)NC2CCCCCC2)c2ccccc2c1=O	-12.5	-0.8	3.5	0.5	0.7	-0.8	9.5	13.2
COC(=O)C[C@H]1CC[C@@H]2[C@H](COc3ccc(NC(=O)c4ccc(OC)cc4)cc3C(=O)N2C)O1	-13.0	5.4	-0.3	-7.8	0.0	-2.7	5.0	12.4
C[C@@H]1CN([C@@H](C)CO)C(=O)CCCn2cc(nn2)CO[C@H]1CN(C)Cc1ccc(-c2ccccc2)cc1	-6.9	-0.8	-1.7	-7.8	0.0	0.3	4.8	35.1
O=C(O)c1ccccc1/C=N/NC(=S)NC1CCCCC1	·	·	-0.8	5.3	1.3	0.8	8.5	75.5*
N#C/C(=C/c1ccc(-c2ccc([N+](=O)[O-])cc2)o1)c1nnc(N2CCOCC2)n1-c1ccccc1	·	6.9	1.1	-10.2	0.3	0.5	·	7.3
CCOCC(=O)Nc1ccccc1C(=O)N1CCOCC1	-9.8	1.1	-1.3	-1.8	0.0	-4.7	-20.1	7.1
CCOC(=O)CSc1ccc(S(=O)(=O)N(C)C2CCCCC2)cc1[N+](=O)[O-]	-19.0	-3.4	0.1	6.9	·	-3.6	3.3	-2.3
CC(=O)Nc1ccc(NC(=O)C2Cc3c(-c4cccc(C(C)=O)c4)ccnc3O2)cc1 (stereo not given)	·	-4.1	2.2	-12.1	0.1	3.0	10.4	-5.1
COc1ccc(Nc2ccc(S(=O)(=O)N3CCCCCC3)cc2[N+](=O)[O-])cc1	3.1	·	·	·	0.0	·	-19.5	-5.6
CC[C@]12c3[nH]c4ccc(Cl)cc4c3CCN1C(=O)[C@@H](CC(=O)NCCCn1ccnc1)C[C@@H]2C(=O)N1CCN(C(=O)C2CC2)CC1	1.7	-2.1	2.2	-4.8	0.1	-0.1	3.0	-1.7
CCOC(=O)c1c(C)[nH]c(C(=O)CSc2nc(C)cc(C)n2)c1C	·	9.3	·	·	0.2	·	-3.8	-13.0
COc1cc(C(=O)NNc2nc3cc4c(cc3s2)OCO4)cc(OC)c1OC	7.4	4.8	11.7	-10.5	0.0	0.6	7.7	-1.7
C[C@H](CO)N1C[C@H](C)[C@H](CN(C)Cc2ccc(Oc3ccccc3)cc2)Oc2ccc(NS(=O)(=O)c3cn(C)cn3)cc2CC1=O	-0.8	-0.4	4.5	-1.3	-0.7	-2.1	-1.5	-15.3
CC(C)C(C)(C#N)NC(=O)CN1C(=O)NC2(CCCc3ccccc32)C1=O (stereo not given)	-2.3	·	0.6	2.0	0.5	0.5	7.4	3.2
COc1ccc(CC2(CO)CCN(S(=O)(=O)c3cccc4cccnc34)CC2)cc1	9.5	2.0	1.8	2.3	-0.1	4.7	1.1	30.9
COC(=O)CC1=C(c2ccc([N+](=O)[O-])cc2)CCC1=O	3.6	-2.4	-1.8	-1.1	0.2	-2.9	2.0	-3.3
N#C[C@H]1[C@@H](c2ccccc2-c2ccccc2F)[C@@H](CO)N1C(=O)Cc1ccccc1	·	·	-2.5	-2.6	0.0	-0.5	·	-4.3
CCOC(=O)N1CCN(S(=O)(=O)N2CCCC(C(=O)NCCCN3CC(C)CC(C)C3)C2)CC1 (stereo not given)	0.4	-5.3	-7.5	-3.2	0.0	0.5	-9.8	-4.9
COc1ccc(OC)c(Nc2c3ccccc3nc3ccccc23)c1	31.3	-16.9	-4.2	33.7	0.0	-0.6	32.2	12.2
COCC(=O)N1[C@@H](CO)[C@@H]2c3ccccc3N(C(=O)c3cccc(OC)c3)C[C@@H]21	-9.1	-1.2	0.4	8.1	0.4	-1.6	-1.4	12.1
Next part
SMILES	ARNT TACC3 PPI	esBAF inh	ERAP1 HTS inh	RAD52 anneal inh	Xi reactivation	F508del corr	RAD54 inh	INS-1E GSIS act
O=C(O)C1CCCCC1C(=O)Nc1nc(-c2cccs2)cs1 (stereo not given)	-1.9	0.4	·	·	·	·	-16.3	-5.7
COc1cccc(C(=O)Cn2c(NCCCO)nc3ccccc32)c1	-3.3	-6.6	0.9	2.9	-0.1	0.1	-0.1	9.2
O=C(NCC[C@@H]1CC[C@@H](NC(=O)C2CCC2)[C@@H](CO)O1)Nc1ccc(Cl)cc1	-7.7	8.9	1.1	-3.1	-0.5	-0.1	-5.8	-12.8
O=C(CS(=O)(=O)c1ccccc1)Nc1ncc([N+](=O)[O-])s1	-1.8	-6.9	2.6	0.0	0.0	-2.0	-7.2	12.9
COC(=O)C[C@@H]1OC[C@H](C(C)C)N1S(=O)(=O)c1ccc(C)cc1	·	·	-0.9	6.6	0.4	-1.5	·	44.2*
Cc1ccc(S(=O)(=O)N(CC(=O)Nc2cccc([N+](=O)[O-])c2)C(=O)N2CCN(C)CC2)cc1	3.3	·	-5.5	-4.9	0.0	-1.4	·	-2.2
CCN(CC(=O)Nc1cc(Cl)ccc1C)C(=O)C1CC1	5.3	0.2	-0.3	-3.2	0.3	-1.9	5.1	8.5
CCCCn1c2nc3ccccc3nc2c2c(=O)n(C(C)CC)cnc21 (stereo not given)	2.5	-3.0	·	·	·	·	-0.4	-7.9
C/C(=N\Nc1ccccc1[N+](=O)[O-])c1ccc(N2CCOCC2)cc1	1.1	·	-0.5	-13.3	0.0	3.0	·	-12.1
CN(C)S(=O)(=O)c1cccc(NC(=O)CSc2cccc3cccnc23)c1	64.5*	-4.3	0.0	-21.1	0.5	-0.8	-13.8	-31.2
CCn1cc(SCC(=O)N2CCc3ccccc32)c2ccccc21	-6.7	15.8	4.0	-9.7	0.1	-1.2	4.5	·
